# Compound activity deposited in PubChem BioAssay by The Scripps Research Institute Molecular Screening Center.
# TEAD-YAP inh: TEAD-YAP interaction inhibition | HEK-TIYL cells, TEAD-Gal4/YAP UAS-luciferase luminescence | inhibition, % at 9.12 µM | actives 1.4% (n = 640,000) | AID 1259422; in the data active = inhibition above about 32%;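 note: 0% = median of test compound wells and 100% = reference inhibitor wells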
# MITF inh: blocks human microphthalmia-associated transcription factor; O75030; actives 0.91% (n = 650,000); inhibition, % at 2.6 µM; AlphaScreen MITF homodimerization, bead proximity signal; in the data active = inhibition above about 50%;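 note: 0% = vehicle wells with protein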
# Target sequence (O75030 whole entry, looked up): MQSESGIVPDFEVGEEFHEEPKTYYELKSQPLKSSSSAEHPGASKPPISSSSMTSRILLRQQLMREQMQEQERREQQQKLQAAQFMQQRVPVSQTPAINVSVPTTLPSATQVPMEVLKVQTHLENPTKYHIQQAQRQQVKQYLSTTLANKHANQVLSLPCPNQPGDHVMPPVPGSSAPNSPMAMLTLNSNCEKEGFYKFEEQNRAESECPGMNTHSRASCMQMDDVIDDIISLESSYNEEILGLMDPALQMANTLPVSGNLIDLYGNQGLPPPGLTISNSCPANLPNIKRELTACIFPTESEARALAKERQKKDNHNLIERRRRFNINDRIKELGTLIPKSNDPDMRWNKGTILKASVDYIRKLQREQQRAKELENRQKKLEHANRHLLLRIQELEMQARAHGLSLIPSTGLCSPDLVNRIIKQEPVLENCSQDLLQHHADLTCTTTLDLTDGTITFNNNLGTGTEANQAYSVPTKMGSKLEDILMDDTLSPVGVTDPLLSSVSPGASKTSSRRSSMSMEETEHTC
# FBW7 activator: human FBW7 E3 ligase activation, primary screen; AlphaScreen FBW7–phospho-cyclin E peptide binding, activator screen; normalized activity (activation), % at 26.1 µM; actives 0.13% (n = 650,000); AID 1259310; in the data active = normalized activity above about 1.9%;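 note: purified mutant Fbw7 with reduced substrate affinity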
# GPR151 ag: activators of human GPR151 | PathHunter beta-arrestin GPR151 cells, luminescence | activation, % at 11.2 µM | actives 1% (n = 650,000) | AID 1508602; in the data active = activation above about 4.9%;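 note: 0% = median of compound wells and 100% = cells with positive control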
# Target sequence (Q8TDV0 whole entry, looked up): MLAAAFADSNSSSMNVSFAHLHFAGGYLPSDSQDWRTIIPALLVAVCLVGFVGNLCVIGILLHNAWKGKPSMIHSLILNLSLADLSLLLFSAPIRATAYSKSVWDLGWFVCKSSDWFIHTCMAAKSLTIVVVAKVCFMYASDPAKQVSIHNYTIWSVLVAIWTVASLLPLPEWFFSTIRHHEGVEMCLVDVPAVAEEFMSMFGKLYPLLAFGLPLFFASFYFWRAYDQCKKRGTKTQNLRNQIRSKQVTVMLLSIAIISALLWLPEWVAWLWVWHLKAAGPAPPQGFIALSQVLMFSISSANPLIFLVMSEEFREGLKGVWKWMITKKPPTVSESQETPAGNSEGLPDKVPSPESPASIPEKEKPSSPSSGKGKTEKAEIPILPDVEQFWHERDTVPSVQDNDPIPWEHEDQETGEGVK
# * = called active by the depositor; x = no result given; & = joins results of further samples.
SMILES,TEAD-YAP inh,MITF inh,FBW7 activator,GPR151 ag
CCC(C)(C)c1ccc(OCC(=O)Nc2ccc(C(=O)CC(=O)Nc3cccc(OC)c3)cc2)c(C(C)(C)CC)c1,-4,3,0.1,0.9
CCCn1c(SCC(=O)Nc2ccccc2N2CCOCC2)nnc1-c1ccoc1C,2,1,0.0,-0.1
CCCCCn1c(SCC(=O)c2ccc(Cl)cc2)nc2cc(C(=O)N3CCC(C(N)=O)CC3)ccc2c1=O,12,15,0.3,-1.7
COc1ccc(-c2cc3ccc(OCC(=O)OC(C)(C)C)cc3oc2=O)cc1OC,11,41,0.0,-1.8
O=C1N[C@@H](CO)C(=O)N2CCN(Cc3cnn(-c4ccccc4)c3)C[C@H]12,7,-5,-0.3,0.0
CC(=O)NCc1nnc2n1CCN(Cc1ccc(N3CCCC3)cc1)CC2,5,-4,0.0,-0.6
CCc1ccc(NC(=O)CSc2nc(C)cc(=O)[nH]2)cc1,-11,0,-0.2,1.6
Cc1cnc(C(=O)O)c[n+]1[O-],5,9&-5,0.1&0.1,0.0&2.0
CCOC(=O)/C(C#N)=C1/C(=O)N(CC(C)C)c2ccccc21,7,5,-0.3,0.3
COc1cc2cc(CN(CCCO)C(=O)Nc3ccc(C)cc3)c(=O)[nH]c2cc1OC,-1,8,-0.2,-0.7
CCCCc1cc(=O)oc2c(C)c(O)ccc12,21,4,-0.2,-0.3
O=C(O)CCC(=O)N1CCc2cc(S(=O)(=O)N3CCc4ccccc4C3)ccc21,3,17,0.1,-0.4
CC[C@@H]1NC(=O)[C@@H]2C[C@H](NC(=O)c3ccccc3OC)CN2C1=O,-11,-4,0.0,0.1
O=C(COc1ccc(Br)cc1)Nc1ccccc1CO,-11,12,0.5,0.0
O=C(O)c1ccccc1Nc1ccccn1,-26,2,0.1,-1.5
Cc1cc(N2C(=O)c3ccc(Br)cc3C2=O)no1,-3,-7,0.1,0.7
Cc1ccc(CSc2nnc(NC(=O)c3nc4nccc(C)n4n3)s2)cc1,-14,-11,0.0,0.4
Cc1cc(Br)ccc1NC(=O)Cn1ccc([N+](=O)[O-])n1,-11,-12,0.1,2.3
COc1cc(/C=N/Nc2nc(C)cc(=O)[nH]2)ccc1O,9,6,0.0,1.6
CC1CCCC(C)N1C(=O)COC(=O)c1ccc2c(c1)S(=O)(=O)c1ccccc1C2=O (centres undefined),6,-4,0.1,0.5
CCCS(=O)(=O)N1CCN=C1SCc1ccccc1C,2,16,1.0,-1.8
O=C(c1ccc(N2C(=O)CCC2=O)cc1)N(Cc1ccccn1)c1nc2ccccc2s1,-25,4,-0.2,-1.0
Clc1cc2nc(N3CCN(c4ccccn4)CC3)c3nncn3c2cc1Cl,-2,-4,-0.1,0.9
CSc1ncc(CN2CCC(CO)(Cc3ccccc3Cl)CC2)cn1,14,-7,-0.1,4.5
CC1=CC(c2ccccc2)=Nc2ccc(C)cc2N1,-27,13,0.3,-4.1
S=C(NCc1cccnc1)NC1CC1,-12,3,0.0,-0.3
COc1cccc(C(=O)CC2(O)C(=O)Nc3ccccc32)c1 (centres undefined),-6,6,0.6,-0.4
Cc1ccnc(N/C=C(\Cl)C(=O)C(F)(F)F)c1,2,9,0.4,0.3
CCOc1ccc(S(=O)(=O)Nc2ccccc2SC)c2cccnc12,-2,18,0.4,-1.2
CC1CCC(N2C(=O)C3C(C(=O)Nc4ccc(Oc5ccccc5)cc4)C4C=CC3(O4)C2C(=O)NC2CCCCC2)CC1 (centres undefined),-2,11,-0.1,0.7
Cc1ccc2[nH]c(C)c(CN3CCCCC3)c(=O)c2c1,-2,4,0.0,0.0
FC(F)Oc1ccccc1C1C=C(c2cccc(Br)c2)Nc2nnnn21 (centres undefined),-3,3,-0.2,-0.2
Cc1cccc(-c2nc3ccccc3c(=O)n2NC(=O)c2cc(Cl)ccc2[N+](=O)[O-])c1,22,5,0.0,0.5
Cc1nn(Cc2ccccc2)c(Cl)c1/C=C1\NC(=S)NC1=O,-7,-1,0.4,1.0
Cc1nc2ccc3nc(NC(=O)c4ccc(Cl)cc4)sc3c2s1,0,6,0.1,0.5
CCCNc1nc(Nc2nccc3ccccc23)nc2c1ncn2CCN1CCCC1=O,-5,13,0.0,-0.8
Cc1cc(NS(=O)(=O)c2ccc(NC(=O)c3csc4c3CCCC4)cc2)no1,0,9,0.0,1.1
CN(CCc1ccccn1)C(=O)CC1C(=O)NCCN1CC(C)(C)C (centres undefined),0,8,0.1,-0.4
Cc1cccc(OCC(=O)N/N=C/c2ccc3c(c2)OCO3)c1,4,-2,0.3,0.0
COc1cc(OC)cc(C(=O)c2ccc(C(=O)Nc3sc4c(c3C#N)CCC4)cc2)c1,8,10,0.0,0.8
N#Cc1ccc(COC(=O)C2CCN(S(=O)(=O)c3cccs3)CC2)cc1,2,3,0.3,0.4
CCOC(=O)C(C(=O)Nc1ccccc1C)C1CCCCC1 (centres undefined),-13,-29,0.1,0.1
O=c1[nH]c2sc3c(c2c(=O)n1-c1ccc(Cl)cc1)CCC3,5,14,0.1,-1.7
C=CCc1cccc2cc(C(=O)NNC(=O)c3ccc(OC)c(OC)c3)c(=O)oc12,-4,11,-0.2,-1.5
NC(=S)N/N=C1\CCCC\C1=C/c1ccco1,1,6,-0.3,-0.1
COc1ccc(CN2CCNC(=O)C2CC(=O)NCCCOc2cccnc2)c(C)c1C (centres undefined),2,11,-0.1,0.5
COc1cc2nc(-c3ccccc3)nc(NC3CCN(Cc4ccccc4)CC3)c2cc1OC,2,2,0.0,3.3
C=CCNC(=O)CN(Cc1ccccc1)S(=O)(=O)c1ccc(Cl)cc1,-5,13,0.0,0.3
COc1ccc(C2=NN(C(=O)CSc3nnc(CNC(=O)c4cc(OC)cc(OC)c4)n3C)C(c3ccc(F)cc3)C2)cc1 (centres undefined),11,3,0.0,2.7
COc1cccc(C(=O)Nc2sccc2C#N)c1OC,-23,-1,-0.2,-0.8
C=CCN1C(=O)/C(=C2\SC(N)=NC2=O)c2ccccc21,10,9,0.3,0.8
COc1cc(OC)c(S(=O)(=O)N2CCNCC2)cc1NC(C)=O,1,2,0.4,-2.1
O=C(CC12CC3CC(C1)CC(c1ccccc1)(C3)C2)N1CCCC1,17,-20,-0.5,-1.1
CCCNC(=O)CSCc1nc(-c2cccc(OC)c2)oc1C,-4,13,0.1,0.1
CCCCc1nc(Cl)c(CO)n1Cc1ccc(-c2ccccc2-c2nn[nH]n2)cc1,2,-25&-10,0.1&-0.1,0.4&-0.3
CC(=O)NC1=NC(=O)/C(=C/c2ccc(-c3ccc(OC(F)(F)F)cc3)o2)S1,2,-6,0.2,1.0
COc1ccc2c(Sc3ccc(C)cc3)c(C(=O)NCCCN3CCCC3=O)[nH]c2c1,3,0,-0.1,0.6
C=CCOc1ccccc1CN1CCC2(CC1)CC2C(=O)NCc1cccs1 (centres undefined),0,-4,-0.1,0.2
Cc1ccc(NC(=O)CSc2nc3ncnc(N)c3[nH]2)cc1,-7,10,0.0,0.0
COc1ccc(-n2nc3cc(C)c(NC(=S)NC(=O)c4oc5ccccc5c4C)cc3n2)cc1,0,-9,-0.2,0.4

# An excerpt from further up:
SMILES,TEAD-YAP inh,MITF inh,FBW7 activator,GPR151 ag
COc1ccc(CN2CCNC(=O)C2CC(=O)NCCCOc2cccnc2)c(C)c1C (centres undefined),2,11,-0.1,0.5
COc1cc2nc(-c3ccccc3)nc(NC3CCN(Cc4ccccc4)CC3)c2cc1OC,2,2,0.0,3.3
C=CCNC(=O)CN(Cc1ccccc1)S(=O)(=O)c1ccc(Cl)cc1,-5,13,0.0,0.3
COc1ccc(C2=NN(C(=O)CSc3nnc(CNC(=O)c4cc(OC)cc(OC)c4)n3C)C(c3ccc(F)cc3)C2)cc1 (centres undefined),11,3,0.0,2.7
COc1cccc(C(=O)Nc2sccc2C#N)c1OC,-23,-1,-0.2,-0.8
C=CCN1C(=O)/C(=C2\SC(N)=NC2=O)c2ccccc21,10,9,0.3,0.8
COc1cc(OC)c(S(=O)(=O)N2CCNCC2)cc1NC(C)=O,1,2,0.4,-2.1
O=C(CC12CC3CC(C1)CC(c1ccccc1)(C3)C2)N1CCCC1,17,-20,-0.5,-1.1
CCCNC(=O)CSCc1nc(-c2cccc(OC)c2)oc1C,-4,13,0.1,0.1
CCCCc1nc(Cl)c(CO)n1Cc1ccc(-c2ccccc2-c2nn[nH]n2)cc1,2,-25&-10,0.1&-0.1,0.4&-0.3
CC(=O)NC1=NC(=O)/C(=C/c2ccc(-c3ccc(OC(F)(F)F)cc3)o2)S1,2,-6,0.2,1.0
COc1ccc2c(Sc3ccc(C)cc3)c(C(=O)NCCCN3CCCC3=O)[nH]c2c1,3,0,-0.1,0.6

# Next part:
SMILES,TEAD-YAP inh,MITF inh,FBW7 activator,GPR151 ag
Cc1cc(C)c2c(n1)nn1c(C)c(CCC(=O)NC3CCCCCC3)c(C)nc21,0,-10,0.0,0.0
CC1CC(C)CN(C(=O)c2ccc(N3CCN(c4ccccn4)CC3)c([N+](=O)[O-])c2)C1 (centres undefined),-7,11,0.0,0.4
CC(=O)Nc1cc2c(cc1NC(=O)c1ncoc1-c1ccccc1F)OCCO2,-1,-10,-0.1,0.2
CCOc1cc(CN2CCc3nnc(C(NS(C)(=O)=O)C(C)C)n3CC2)ccc1O (centres undefined),-3,-3,-0.1,8.1*
CCCCCC(=O)/C=C/C=C\CCCCCCCCCC(=O)O,x,-3,x,-1.6
Cc1ccccc1NC(=O)C(=O)N/N=C/c1c(Cl)cccc1Cl,3,-1,-0.1,1.3
CCOc1ccc(C(C)NC(=O)C2CC2)cc1 (centres undefined),1,-4,0.0,-0.5
Cc1nnc(NC(=O)c2c(-c3ccccc3)noc2C)s1,5,-3,-0.1,0.4
O=C(CN1CCN(CC(=O)Nc2ccc(F)cc2F)CC1)Nc1ccccc1F,2,2,0.1,-1.5
CC(C)Sc1nc2c(c(=O)n1Cc1ccco1)C1(CCCCC1)Cc1ccccc1-2,6,-2,-0.1,0.5
CCN(CC)C(=O)c1sc(NC(=O)COc2ccccc2C)c(C#N)c1C,1,18,0.1,0.8
CC(=O)C1=C(O)C(=O)N(C)C1c1ccc(F)cc1 (centres undefined),3,4,0.0,0.0
Cc1cc(S(=O)(=O)N2CCCC2)ccc1OCC(=O)NCc1ccco1,13,2,-0.2,0.5
COc1ccc(C)cc1NS(=O)(=O)c1cccc2ccccc12,4,-7,-0.2,1.0
Cc1cc(Cl)c(S(=O)(=O)N/N=C/c2ccc(O)c(O)c2)c(Cl)c1,4,-37,-0.3,-0.2
O=C(Nc1nc(-c2ccccc2)c(C(=O)c2ccccc2)s1)c1ccc(C(=O)c2ccccc2)cc1,-3,7,-0.1,-0.3
O=C(Nc1ccccc1C(=O)O)c1cc[n+]([O-])cc1,0,1,0.2,-0.5
O=C(NC1CCCCC1)N1CCN(c2ncccn2)CC1,2,4,-0.1,-0.9
CCOC(=O)C1=C(N)OC2=C(C(=O)CC(C)(C)C2)C1c1ccc(O)c(OC)c1 (centres undefined),9,3,-0.3,1.4
Cc1cc(Cl)ccc1OCC(=O)NNC(=S)Nc1ccc([N+](=O)[O-])cc1,-6,-10,-0.3,-0.7
COCc1cc(C)nc(SCC(=O)Nc2cc3c(cc2C#N)OCO3)c1C#N,12,-12,0.0,-0.1
CC1=C(C(=O)Nc2ccc(Cl)cc2)C(c2cccs2)NC(=S)N1 (centres undefined),13,11,0.2,-0.1
CCC(C)CC(=O)NCCN1Cc2cc(OC)ccc2OC(CC)C1 (centres undefined),-7,-5,0.0,0.5
Cc1nnc(SCC(=O)c2cc(C)n(Cc3cccs3)c2C)s1,62*,2,-0.1,1.1
Cc1ccc(OCC(=O)NC2CC(C)(C)NC(C)(C)C2)c(Br)c1,3,15,0.4,-1.4
Cc1noc(C)c1-c1cncc(C(=O)Nc2ccc(N3CCOCC3)cc2)c1,-3,0,0.0,-0.3
CC(C)n1cnc2c(NCc3cccc(C(F)(F)F)c3)nc(NCCCN3CCCC3=O)nc21,-2,4,-0.1,-1.5
COC(=O)c1ccccc1NS(=O)(=O)c1cn(C)c(=O)n(C)c1=O,5,13,-0.1,-0.9
O=C(COc1ccc(Cl)cc1Cl)NNc1cc(N2CCOCC2)nc(N2CCOCC2)n1,-6,0,0.5,0.5
COC(=O)CN1C(=S)N(C)C(=O)/C1=C/c1ccc(OC)cc1,0,8,0.2,1.7
COC(=O)C1=C(N)N(c2ccc(S(N)(=O)=O)cc2)C2=C(C(=O)CCC2)C1c1ccc(Cl)cc1 (centres undefined),10,10,0.2,2.1
Cc1sc(C2C(C#N)=C(N)OC3=C2C(=O)CC(C)(C)C3)cc1[N+](=O)[O-] (centres undefined),-8,-1,-0.1,1.0
Cc1ccc(C(=O)NC(=S)NNC(=O)c2cccc(Br)c2)cc1,-3,-10,0.1,0.0
Cc1c(CCO)sc[n+]1CC(=O)OC1CC(C)CCC1C(C)C (centres undefined),1,-2,-0.1,5.4*
CCCNC(=O)c1cnc(-c2cccc(C(C)=O)c2)s1,-16,-8,0.0,0.6
COc1cccc(N2C(=O)/C(=C/c3ccc([N+](=O)[O-])s3)C(=O)NC2=S)c1,7,22,0.8,-1.5
CCCn1c(=O)c2ccccc2n2c(SCC(N)=O)nnc12,6,12,0.4,1.1
C=CCc1ccc(Oc2ncnc3sc(-c4ccccc4)cc23)c(OC)c1,2,-8,0.2,0.3
CCOc1ccc(C(=S)N2CCOCC2)cc1,-4,5,0.6,-0.5
Cc1ccc(S(=O)(=O)N2CCN(Cc3ccc(Br)cc3)CC2)cc1,6,7,0.6,-0.8
CC1CCc2nn(CC(=O)NC3CCCC3)cc2C1 (centres undefined),-14,3,0.2,0.9
O=c1cc(O)n(-c2ccc(F)cc2)c(=S)[nH]1,-2,-1,-0.2,2.1
